Gal4-VP16 FLuc – VP16 counterscreen qHTS for inhibitors of ROR gamma transcriptional activity; AID 2546, 2010; Drosophila S2 Gal4-VP16 UAS-luciferase, luminescence, 20 h; Potency, µM (doses to about 53.6 µM), without a hit: at the top dose activity, negative = inhibition, actives largely listed as inhibitors; 310,000 compounds, 3.5% hits;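 note: Gal4-VP16 expression switched on by copper sulfate through the metallothionein promoter; % is set by controls: 0 for no effect and ±100 for the full control effect; nearly all actives have a fitted effect of over 50% in size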
p53 reactivation – qHTS assay for re-activators of p53 using a Luc reporter. H1299 p53-A138V BP100-luciferase reporter, luminescence, 24 h. Potency, µM (series often up to 92.2 µM), for inactives: top-dose activity change, positive = activation, most hits filed as activators. 320,000 compounds, 0.063% hits. AID 504706, 2011; note: % of control where 0% means no effect; nearly all actives have a fitted effect of over 45% in size
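H1299 (p53-null), stable ts p53-A138V + BP100-Luc; 1000 cells/well, Opti-MEM/10% FBS; cpd 4 pt, 1:5; 24 h, 37 deg C, 5% CO2; detection reagent 10 min RT; luminescence.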
CXXC DNA block – qHTS Fluorescence Polarization Assay for Inhibitors of MLL CXXC domain - DNA interaction. Histone-lysine N-methyltransferase 2A (Homo sapiens), Q03164. 290,000 compounds, 0.037% hits. MLL-CXXC / FITC-HOXA9 DNA fluorescence polarization. Potency, µM (top dose mostly 115 µM), for inactives: top-dose activity change, negative = inhibition, most hits filed as inhibitors. AID 2662, 2010; active = well fitted inhibition curve with a large enough effect in the polarisation, with a control signal flat, not every such curve was filed as active; inconclusive = small, poorly fitted or top-dose-only effect, or effect the other way, or a change in a side signal; inactive = no such curve, though single readings can be large or run the other way; the % refers to the polarisation
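Purified MLL-CXXC (added from a 7 uM solution) was preincubated 5 min at ambient with pinned compounds in 50 mM Tris-HCl pH 7.5, 50 mM NaCl, 1 mM DTT, 0.05% BSA. Fluorescein-labeled HOX-A9 DNA (50 nM solution) followed, 30 min, then polarization read.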
ELG1 genotox – qHTS screen for small molecules that induce genotoxicity in human embryonic kidney (HEK293T) cells expressing luciferase-tagged ELG1; Potency, µM (series often up to 46 µM), without a hit: at the top dose activity change, positive = activation, hits mostly activators; HEK293T ELG1-luciferase reporter, luminescence, 16 h; AID 504466, 2011; 330,000 compounds, 1.3% hits; note: % of control where 0% means no effect; nearly all actives have a fitted effect of over 60% in size
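16 hr compound incubation (37 °C, 5% CO2) of HEK293T cells carrying luciferase-tagged ELG1; luciferase then measured by ONE-Glo luminescence after 30 min at RT.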
BRCA1 expr up – qHTS Assay to Identify Small Molecule Activators of BRCA1 Expression; 380,000 compounds, 1.1% hits; Potency, µM (highest dose often 46.1 µM), for inactives: at the top dose activation, usual class: activators; MCF7-BRCA1-FFLuc reporter, luminescence, 48 h; response scale: scaled: vehicle 0%, 10 µM genistein 100%; note: nearly all actives have a fitted effect of over 80% in size; some results filed as inactive show a strong effect at the top dose
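MCF7 cells carrying a BRCA1-firefly luciferase reporter (2000 cells/well, phenol-red free MEM) were attached for 2 h at 37 °C, then given compounds for 48 h. Luminescence was read 15 min after luciferase reagent; activity normalized to genistein (10 microM) and DMSO.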
NPC1 prom act – qHTS Assay for NPC1 Promoter Activators. Huh7 NPC1 promoter luciferase reporter, 24 h. Potency, µM (highest dose often 9.22 µM), without a hit: at the top dose activation, most hits filed as activators. 320,000 compounds, 2.4% hits;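 note: % of control where 0% means no effect; nearly all actives have a fitted effect of over 60% in size; reporter is driven by a mutant NPC1 promoter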
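Readout is luciferase luminescence, reflecting NPC1 promoter activation in stably transfected Huh7 cells after 24 h compound exposure at 37 °C in reduced-serum medium with 10% FBS.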
FLuc counter – qHTS profiling assay for firefly luciferase inhibitor/activator using purifed enzyme and Km concentrations of substrates (counterscreen for miR-21 project) | Luciferin 4-monooxygenase (Photinus pyralis), P08659 | purified FLuc, Km substrates, luminescence inhibition | Potency, µM (doses to about 57.5 µM), for the others: at the top dose activity change, negative = inhibition, usual class: inhibitors | 360,000 compounds, 6.9% hits;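 note: plate controls were vehicle for no effect and reference inhibitor for full effect; nearly all actives have a fitted effect of over 55% in size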
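Purified P. pyralis luciferase, 10 nM final, with Km-level 10 uM D-luciferin and 10 uM ATP in 50 mM Tris acetate pH 7.5, 10 mM Mg acetate, 0.01% Tween-20, 0.05% BSA; 6-point qHTS titration about 60 µM downward; luminescence read.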
MBNL1-CUG inh – qHTS Assay for Inhibitors of MBNL1-poly(CUG) RNA binding; Potency, µM (doses to about 57.5 µM), inactives show top-dose activity change, negative = inhibition, most hits filed as inhibitors; 280,000 compounds, 0.036% hits; AID 2675, 2010; TR-FRET MBNL1-His/biotin-(CUG)12 binding, 665/545 ratio; active = well fitted inhibition curve with a large enough effect in the signal ratio, with a control signal flat, not every such curve was filed as active; inconclusive = small, poorly fitted or top-dose-only effect, or effect the other way, or a change in a side signal; inactive = no such curve, though single readings can be large or run the other way; the % refers to the signal ratio; note: % is set by controls: 0 for no effect and ±100 for the full control effect
Target sequence (Q9NR56 whole entry, looked up): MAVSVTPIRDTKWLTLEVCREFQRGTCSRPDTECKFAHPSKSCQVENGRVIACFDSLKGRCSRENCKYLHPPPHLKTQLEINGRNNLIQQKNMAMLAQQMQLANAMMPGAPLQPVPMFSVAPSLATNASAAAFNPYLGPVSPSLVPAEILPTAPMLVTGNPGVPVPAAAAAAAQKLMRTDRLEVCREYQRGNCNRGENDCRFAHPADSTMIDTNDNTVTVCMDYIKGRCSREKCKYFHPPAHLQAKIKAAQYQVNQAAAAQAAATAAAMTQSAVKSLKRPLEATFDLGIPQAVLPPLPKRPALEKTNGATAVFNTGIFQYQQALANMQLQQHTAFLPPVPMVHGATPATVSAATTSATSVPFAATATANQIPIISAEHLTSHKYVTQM
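TR-FRET between His-tagged MBNL1 and biotin-(CUG)12 RNA, detected with Tb anti-His antibody (0.055 ng/ul) and streptavidin-XL665 (5 nM), 60 min at room temperature. Compounds titrated 92 nM to 58 uM; 665/545 nm ratio normalized to buffer and complex controls.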
Rab9 promoter act – qHTS Assay for Rab9 Promoter Activators | Huh7 Rab9 promoter-luciferase reporter, luminescence, 24 h | Potency, µM (titrated, usually from 9.22 µM), without a hit: at the top dose activation, negative = inhibition, actives largely listed as activators | 320,000 compounds, 2.8% hits; note: % of control where 0% means no effect; nearly all actives have a fitted effect of over 60% in size
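Rab9 promoter-driven luciferase in stably transfected Huh7 cells; 1500 cells/well rested 2 h, exposed to compound in DMSO for 24 h at 37 °C, 5% CO2. Luminescence read 10 min after adding luciferase reagent at ambient temperature.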
RORgamma inh – qHTS for inhibitors of ROR gamma transcriptional activity; AID 2551, 2010; Potency, µM (titrated, usually from 53.6 µM), inactives show top-dose activity change, negative = inhibition, actives largely listed as inhibitors; 310,000 compounds, 5.4% hits; Nuclear receptor ROR-gamma (Mus musculus), P51450; Drosophila S2 Gal4-RORgamma UAS-luciferase reporter, 20 h; note: % is set by controls: 0 for no effect and ±100 for the full control effect; nearly all actives have a fitted effect of over 60% in size
Target sequence (P51450 whole entry, looked up, the tested form may be a part): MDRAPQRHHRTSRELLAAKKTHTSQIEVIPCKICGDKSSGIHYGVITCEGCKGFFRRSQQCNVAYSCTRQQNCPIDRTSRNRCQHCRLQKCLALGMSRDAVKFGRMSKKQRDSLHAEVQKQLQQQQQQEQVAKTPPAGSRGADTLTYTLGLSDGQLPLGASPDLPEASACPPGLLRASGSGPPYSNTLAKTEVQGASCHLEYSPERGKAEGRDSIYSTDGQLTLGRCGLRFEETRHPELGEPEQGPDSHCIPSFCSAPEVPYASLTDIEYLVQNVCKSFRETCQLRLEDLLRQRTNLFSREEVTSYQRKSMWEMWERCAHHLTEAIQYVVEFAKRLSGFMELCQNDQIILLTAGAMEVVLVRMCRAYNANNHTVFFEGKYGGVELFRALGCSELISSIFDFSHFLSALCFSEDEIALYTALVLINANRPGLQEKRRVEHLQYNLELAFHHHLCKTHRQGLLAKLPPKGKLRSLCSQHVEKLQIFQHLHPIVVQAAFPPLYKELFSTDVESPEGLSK
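Schneider cells (Drosophila), stable Gal4 DBD–ROR gamma + UAS-luc; 1 hr cmpd preincubation; Cu2+ induction 700 uM final; 20 hr ambient; luminescence.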
uPA generation – qHTS for Inhibitors of Cell Surface uPA Generation; AID 540303, 2011; 330,000 compounds, 0.31% hits; Potency, µM (highest dose often 38.3 µM), for the others: at the highest dose activity change, negative = inhibition, hits mostly inhibitors; cell surface uPA generation assay, qHTS; active = well fitted inhibition curve with a large enough effect; inconclusive = small, poorly fitted or top-dose-only effect; inactive = no such curve, though single readings can be large or run the other way; tested in mouse RAW 264.7 cells; note: % is set by controls: 0 for no effect and ±100 for the full control effect; nearly all actives have a fitted effect of over 55% in size
Active calls of the source: *; ? = inconclusive; . = not tested or not shown; [ ] = dose if it differs, or a comment. Unless noted, calls come from the whole dose curve; as a rule, active = well fitted curve in the direction sought with a large enough effect; inconclusive = small, poorly fitted or top-dose-only effect, or another doubt; inactive = no such curve, though single readings can be large; an effect the other way counts as inactive or inconclusive. Potency is the fitted concentration of half-maximal effect. These rows are one share of the data; count on the stated rates, not on these rows.

Fields – FLuc counter, Gal4-VP16 FLuc, BRCA1 expr up, ELG1 genotox, CXXC DNA block, Rab9 promoter act, uPA generation, NPC1 prom act, MBNL1-CUG inh, p53 reactivation, RORgamma inh
COc1cc([N+](=O)[O-])ccc1NC(=O)COC(=O)CCOc1ccc(C)cc1
→ -1%, ., -18%, ?, ., -13%, ?, -18%, ., -32%[inhibitor], .
COc1cc(COC(=O)c2cnc(C)cn2)c(OC)cc1Br
→ -1%, 4%, -19%, 1%, -6%, -3%, 0%, -5%, -1%, -1%, -2%
Cc1ccnc(SCC(=O)N2CCN(C(c3ccccc3)c3ccccc3)CC2)n1
→ 0%, 7%, -1%, -8%, 2%, 4%, 2%, 0%, -1%, -4%, -5%
O=c1cnnc(SCc2ccc([N+](=O)[O-])cc2)[nH]1
→ ?, 6%, -1%, 3%, 0%, -1%, -3%, 2%, ?, 2%, -1%
Cc1nnsc1C(=O)NC1CCCCC1
→ 2%, -4%, 13%, 1%, 4%, -3%, 1%, 2%, -9%, 0%, 0%
CCOC(=O)[C@H]1[C@H]2COc3ccc(OC)cc3[C@@H]2N2C(=O)CN(Cc3ccc(F)cc3)C(=O)[C@@]12C
→ -1%, ., 0%, 1%, ., -5%, 9%, 0%, ., 0%, .
CC(=O)NC(CC(=O)N(Cc1ccccc1)c1ccc(C)cc1)c1ccccc1 (configuration not stated)
→ ?, -11%, -25%, -1%, -8%, -6%, -6%, -5%, -6%, -3%, 12%
CC(=O)Nc1ccc(Nc2nc(C)c([N+](=O)[O-])c(Nc3ccc(NC(C)=O)cc3)n2)cc1
→ 1%, -7%, -5%, -2%, -6%, -5%, -2%, -6%, ?, 2%, ?
Cc1cc(C2N=C(N)Nc3nc4ccccc4n32)c(C)n1-c1ccccc1Cl (configuration not stated)
→ -2%, -4%, -37%, -11%, 64%[activator], 2%, -2%, -6%, -20%, -28%, -28%
Cc1ccc(C)c2nc(SCC(=O)N3CCCc4ccccc43)c(C#N)cc12
→ -1%, 0%[0.365 µM], -57%, -6%, 11%, -10%, ., -1%, -1%, 4%, -4%
CN(C)C(=O)c1ccc(NC(=O)c2ccccc2-c2ccccc2)cc1
→ 0%, 3%, -33%, 0%, -15%, -1%, -3%, 0%, 1%, 8%, -1%
CCOC(=O)c1ccc(NC(=O)Cn2c(=O)oc3ccccc32)cc1
→ -3%, 20%, -2%, 2%, -1%, 3%, 15%, 2%, -5%, ., 11%[1.91 µM]
O=C(CSc1nc2ccccc2c(=O)n1-c1ccccc1)N/N=C/C=C/c1ccccc1[N+](=O)[O-]
→ -17%, 8%, -23%, -2%, 3%, 0%, 24%, -10%, 17%, 0%, 11%
O=C(c1ccccc1)c1ccc(OCCn2cnc3ccccc3c2=O)cc1
→ -12%, 5%, -27%, -2%, 0%, 1%, 2%, 2%, -5%, 7%, ?
CCOC(=O)N1CCN(c2cc(=O)n(-c3ccc(Br)cc3)c(=O)[nH]2)CC1
→ 1%, -2%, 22%, -14%, 19%, 1%, -2%, -1%, -3%, 9%, -27%
COc1cccc(C(=O)NNC(=O)C(=O)Nc2cccc3ccccc23)c1
→ -12%, -2%, -12%, 1%, 33%, -1%, 1%, 1%, 9%, 8%, -24%
Cc1ccc(Nc2cc(C)nc(N3CCOCC3)n2)cc1
→ ?, -6%, 9%, 5%, -18%, 22%, 13%, 23%, -1%, -8%, 13%
COc1ccc(CN2CCC(C(=O)Nc3ccc(Oc4cccnc4)cc3)CC2)cc1
→ 0%, -13%, -26%, -12%, 2%, -5%, -5%, -4%, -5%, 12%, 3%
O=C(Nc1cc(Cl)cc(Cl)c1)N1CCCC1
→ -10%, 2%, 2%, 0%, -1%, -1%, 3%, -4%, 2%, -3%, 14%
O=C(O)C1CN(C(=O)c2cccc(Br)c2)C1
→ 0%, -3%, 0%, 4%, -11%, 2%, 3%, -6%, -10%, 2%, 0%
Clc1ccc(/C(Cc2nc3ccccc3[nH]2)=N\Nc2ccccc2)cc1
→ 13µM*, -7%, -64%[inhibitor], ?, 1%, 2.8µM*, 8%, 3.5µM*, 7%, 17%, -5%
CC(=O)Nc1ccc(C(=O)OCC(=O)N2CCC(Cc3ccccc3)CC2)cc1
→ 0%, ., -3%, -6%, ., 19%, -4%, -1%, ., -7%, .

5 successive compounds from above:
Fields – FLuc counter, Gal4-VP16 FLuc, BRCA1 expr up, ELG1 genotox, CXXC DNA block, Rab9 promoter act, uPA generation, NPC1 prom act, MBNL1-CUG inh, p53 reactivation, RORgamma inh
CCOC(=O)N1CCN(c2cc(=O)n(-c3ccc(Br)cc3)c(=O)[nH]2)CC1
→ 1%, -2%, 22%, -14%, 19%, 1%, -2%, -1%, -3%, 9%, -27%
COc1cccc(C(=O)NNC(=O)C(=O)Nc2cccc3ccccc23)c1
→ -12%, -2%, -12%, 1%, 33%, -1%, 1%, 1%, 9%, 8%, -24%
Cc1ccc(Nc2cc(C)nc(N3CCOCC3)n2)cc1
→ ?, -6%, 9%, 5%, -18%, 22%, 13%, 23%, -1%, -8%, 13%
COc1ccc(CN2CCC(C(=O)Nc3ccc(Oc4cccnc4)cc3)CC2)cc1
→ 0%, -13%, -26%, -12%, 2%, -5%, -5%, -4%, -5%, 12%, 3%
O=C(Nc1cc(Cl)cc(Cl)c1)N1CCCC1
→ -10%, 2%, 2%, 0%, -1%, -1%, 3%, -4%, 2%, -3%, 14%

Assay outcomes from PubChem.
